GPR151 ag – activators of human GPR151, primary screen, cell-based, PathHunter beta-arrestin, luminescence; 650,000 compounds, 1% hits; activation, % at 11.2 µM; G-protein coupled receptor 151 (Homo sapiens), Q8TDV0; PathHunter beta-arrestin GPR151 cells; AID 1508602, 2020; in the data active means activation above about 4.9%;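 further: 0% = median of compound wells and 100% = cells with positive control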
Target sequence (Q8TDV0 whole entry, looked up): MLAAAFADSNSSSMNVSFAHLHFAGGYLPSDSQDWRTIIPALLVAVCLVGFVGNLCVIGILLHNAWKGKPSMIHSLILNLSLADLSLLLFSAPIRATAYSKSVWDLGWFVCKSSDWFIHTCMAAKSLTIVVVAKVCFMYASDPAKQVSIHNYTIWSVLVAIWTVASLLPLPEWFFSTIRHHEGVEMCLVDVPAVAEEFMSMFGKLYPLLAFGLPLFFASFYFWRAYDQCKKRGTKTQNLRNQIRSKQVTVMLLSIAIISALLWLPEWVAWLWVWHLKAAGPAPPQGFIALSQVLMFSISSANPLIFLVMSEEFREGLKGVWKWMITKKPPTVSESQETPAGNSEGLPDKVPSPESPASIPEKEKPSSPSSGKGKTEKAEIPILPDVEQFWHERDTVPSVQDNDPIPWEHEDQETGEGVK
MITF primary – MITF inhibitors, primary screen, biochemical, AlphaScreen, human. Microphthalmia-associated transcription factor (Homo sapiens), O75030. AlphaScreen MITF homodimerization, bead proximity signal. inhibition, % at 2.6 µM. 650,000 compounds, 0.91% hits; in the data active means inhibition above about 50%;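 further: 0% = vehicle wells with protein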
Target sequence (O75030 whole entry, looked up): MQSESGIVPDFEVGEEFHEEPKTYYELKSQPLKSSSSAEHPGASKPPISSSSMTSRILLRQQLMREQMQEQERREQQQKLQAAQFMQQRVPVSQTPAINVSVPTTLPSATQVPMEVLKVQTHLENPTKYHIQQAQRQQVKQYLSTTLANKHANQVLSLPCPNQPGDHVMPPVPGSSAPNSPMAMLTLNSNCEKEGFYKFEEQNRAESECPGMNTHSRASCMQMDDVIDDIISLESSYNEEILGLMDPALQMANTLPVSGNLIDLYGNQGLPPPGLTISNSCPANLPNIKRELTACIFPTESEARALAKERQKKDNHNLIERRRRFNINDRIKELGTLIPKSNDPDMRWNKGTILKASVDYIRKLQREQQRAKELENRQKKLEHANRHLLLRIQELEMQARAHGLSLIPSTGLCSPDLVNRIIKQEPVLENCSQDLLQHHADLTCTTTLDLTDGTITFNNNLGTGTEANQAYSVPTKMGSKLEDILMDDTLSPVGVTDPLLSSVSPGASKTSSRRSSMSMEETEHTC
TEAD-YAP inh – TEAD-YAP interaction inhibition, primary screen, TEAD-YAP interaction inhibitor project, luminescence, HEK-TIYL cells; TEAD-Gal4/YAP UAS-luciferase luminescence; inhibition, % at 9.12 µM; 640,000 compounds, 1.4% hits; in the data active means inhibition above about 32%;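 further: 0% = median of test compound wells and 100% = reference inhibitor wells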
FBW7 activator – FBW7 E3 ligase activators, primary screen, biochemical, AlphaScreen, human | AlphaScreen FBW7–phospho-cyclin E peptide binding, activator screen | 650,000 compounds, 0.13% hits | normalized activity (activation), % at 26.1 µM | AID 1259310, 2017; in the data active means normalized activity above about 1.9%;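 further: purified mutant Fbw7 with reduced substrate affinity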
Starred values were filed as active, the others as inactive; x = not tested or not shown; & = joins results of further samples.

SMILES	GPR151 ag	MITF primary	TEAD-YAP inh	FBW7 activator
C/C(O)=C(/N=O)C(=O)Nc1ccc(C)cc1C	0.5	1.5	8.3	0.2
Cc1cc(NC(=O)C(=O)NCCCn2ccnc2)ccc1Br	-0.2	-7.9	-25.9	-0.1
COc1ccc(OCC(=O)Nc2cccc(-c3nc4ncccc4o3)c2)cc1	-1.2	-8.0	-11.2	0.6
Cc1c(C(=O)NCc2cccnc2)sc2ncnc(N3CCCCCC3)c12	1.5	4.4	6.4	0.0
CC(C)C(NC(=O)/C(=C\c1cccc([N+](=O)[O-])c1)NC(=O)c1ccccc1)C(=O)O (centres undefined)	1.5	0.6	0.3	1.4
O=C(Nc1cc(Cl)ccc1Cl)c1ccccc1Br	2.6	14.0	-50.4	0.0
OC1(c2cccc(C(F)(F)F)c2)CCNCC1	0.0	1.8	1.1	0.0
CCNC(=S)N/N=C/c1sc(N2CCOCC2)nc1-c1ccccc1	-0.3	6.8	-8.5	0.1
CCN(CC)CCNC(=O)CNC(=O)c1nn(-c2ccc(OC)cc2)c(=O)c2ccccc12	-2.6	-1.0	-9.6	0.8
COc1ccc(C(=O)O)cc1S(=O)(=O)NCCN(C)C	-1.8	-17.6	8.9	0.5
O=C(Nc1ccc(-c2nc3ccccc3s2)cc1)c1cc(=O)c2ccccc2o1	0.4	-9.0	-1.6	0.3
Cc1cccc(N2CCN(C(=O)c3ccc4c(c3)NC(=O)c3ccccc3S4)CC2C)c1 (centres undefined)	1.0	-3.2	-2.3	0.0
CN(C)S(=O)(=O)c1cccc(-c2cn3cc(Cl)ccc3n2)c1	-0.9	15.0	-44.0	0.4
CCCCNC(=O)CSc1nc2ccc(NC(=O)c3ccccc3Cl)cc2s1	1.0	-0.2	-32.0	0.1
N#C/C(=C\c1cccc(F)c1)c1nc(-c2ccc(Br)cc2)cs1	-0.2	1.4	-3.5	0.0
O=C(Cn1cnc2ccccc2c1=O)NCCn1nc(-c2cccs2)oc1=O	3.2	18.6	0.1	1.1
Cc1ccccc1C(=O)Nc1cccc2c1C(=O)c1ccccc1C2=O	0.4	6.2	5.6	0.1
Cc1ccc(C(=O)NC(=S)NCCN2CCOCC2)cc1	-0.8	9.0	-28.9	0.1
Cc1cccc(N2C(N)=C(C#N)C(c3ccsc3)C3=C2CCCC3=O)c1 (centres undefined)	-0.9	5.0	22.5	0.0
O=C(O)/C=C/C(=O)N1CCN(S(=O)(=O)c2cc(C(F)(F)F)ccc2Cl)CC1	-2.6	14.7	-20.7	0.7
COc1ccc(CN2CCN(S(=O)(=O)c3ccccc3[N+](=O)[O-])CC2)c(OC)c1	2.6	38.9	2.1	0.0
O=C(CCCc1nc(-c2ccccc2Cl)no1)N1CCOCC1	-0.4	-8.5	-10.4	-0.2
COc1cccc2cc(-c3nnc(-c4cccs4)o3)c(=O)oc12	0.1	10.6	-13.7	0.0
Cc1c(Cl)c(C(F)(F)F)nn1CC(=O)Nc1cccc(C(F)(F)F)c1	2.5	-11.3	-2.5	0.0
Cc1cccc(CN2CCC3(CC2)CC3C(=O)NCC2(c3ccccc3)CCOCC2)n1 (centres undefined)	-0.2	-3.4	4.2	-0.1

14 successive entries from above, quoted:
SMILES	GPR151 ag	MITF primary	TEAD-YAP inh	FBW7 activator
CC(C)C(NC(=O)/C(=C\c1cccc([N+](=O)[O-])c1)NC(=O)c1ccccc1)C(=O)O (centres undefined)	1.5	0.6	0.3	1.4
O=C(Nc1cc(Cl)ccc1Cl)c1ccccc1Br	2.6	14.0	-50.4	0.0
OC1(c2cccc(C(F)(F)F)c2)CCNCC1	0.0	1.8	1.1	0.0
CCNC(=S)N/N=C/c1sc(N2CCOCC2)nc1-c1ccccc1	-0.3	6.8	-8.5	0.1
CCN(CC)CCNC(=O)CNC(=O)c1nn(-c2ccc(OC)cc2)c(=O)c2ccccc12	-2.6	-1.0	-9.6	0.8
COc1ccc(C(=O)O)cc1S(=O)(=O)NCCN(C)C	-1.8	-17.6	8.9	0.5
O=C(Nc1ccc(-c2nc3ccccc3s2)cc1)c1cc(=O)c2ccccc2o1	0.4	-9.0	-1.6	0.3
Cc1cccc(N2CCN(C(=O)c3ccc4c(c3)NC(=O)c3ccccc3S4)CC2C)c1 (centres undefined)	1.0	-3.2	-2.3	0.0
CN(C)S(=O)(=O)c1cccc(-c2cn3cc(Cl)ccc3n2)c1	-0.9	15.0	-44.0	0.4
CCCCNC(=O)CSc1nc2ccc(NC(=O)c3ccccc3Cl)cc2s1	1.0	-0.2	-32.0	0.1
N#C/C(=C\c1cccc(F)c1)c1nc(-c2ccc(Br)cc2)cs1	-0.2	1.4	-3.5	0.0
O=C(Cn1cnc2ccccc2c1=O)NCCn1nc(-c2cccs2)oc1=O	3.2	18.6	0.1	1.1
Cc1ccccc1C(=O)Nc1cccc2c1C(=O)c1ccccc1C2=O	0.4	6.2	5.6	0.1
Cc1ccc(C(=O)NC(=S)NCCN2CCOCC2)cc1	-0.8	9.0	-28.9	0.1

(next part)
SMILES	GPR151 ag	MITF primary	TEAD-YAP inh	FBW7 activator
CN(C)CCNC(=O)c1ccc2c(c1)NC(=O)C(N1CCCCC1)S2 (centres undefined)	-0.1	7.5	3.8	-0.1
NC(=O)C1CCN(Cc2cc(=O)oc3cc4c(cc23)CCC4)CC1	-0.6	2.2	6.8	-0.1
CCCCc1ccc(NC(=O)c2cccc(Br)c2)cc1	-1.1	2.4	-46.0	0.6
Cc1cnc(-c2nnc(N(C)C(=O)C3CCOC3)s2)cn1 (centres undefined)	0.5	4.0	-7.7	-0.1
Cc1cc(OCC(=O)Nc2sccc2C(=O)NC2CC2)ccc1[N+](=O)[O-]	1.8	14.3	1.8	-0.1
Cc1cccc(C(=O)NCc2nnc(SCC(=O)N3CCCc4ccccc43)n2-c2cccc(C(F)(F)F)c2)c1	0.0	14.6	-3.2	0.2
CC(C)N=C(N)/N=C(\N)Nc1ccc(Cl)cc1	0.7&0.6	-9.2&8.7	-6.0	0.3&1.1
O=C(CCc1ccc(S(=O)(=O)NC2CCCCC2)cc1)NC1CCCC1	0.6	-6.8	9.4	0.3
CCOC(=O)c1sc(NC(=O)CSc2nnc(CNC(=O)COc3ccccc3)n2Cc2ccccc2)c(C(=O)OCC)c1C	1.4	-3.7	2.0	0.3
O=C(Cn1cnc2sc3c(c2c1=O)CCCC3)Oc1ccc(Cl)cc1	-0.2	8.3	2.7	0.0
Cn1c(=S)[nH]c2c(c1=O)C(C)(C)Cc1ccccc1-2	0.4	1.3	-0.6	-0.8
Cc1noc(C)c1CC(=O)NCC1CCC2(CCN(C(C)C)CC2)O1 (centres undefined)	-1.8	-13.1	-11.9	0.0
CCOc1ccc(-n2c(C)cc(C(=O)CSc3nnc4ccccn34)c2C)cc1	-0.1	25.2	-78.3	0.1
CCCCCNC(CC(=O)Nc1cccc(Cl)c1Cl)C(=O)O (centres undefined)	0.7	-6.4	-4.5	-0.1
CCCn1c(C)csc1=Nc1c(C)n(C)n(-c2ccccc2)c1=O	4.2	5.0	-1.4	-0.1
CC(=O)NCCC(=O)N1CCc2c([nH]c3ccccc23)C1c1cccc(Cl)c1 (centres undefined)	-0.8	5.0	2.0	0.3
Cc1cc(C)n(-c2nncn2/N=C/c2ccccc2O)n1	3.1	10.2	-5.8	0.2
Cc1nc2c(C(=O)NC3CCCCC3)cnn2c(C)c1Cc1cccc(Br)c1	1.0	-2.7	9.9	0.0
CCOc1cc(C)nc(N2CCCC(C(=O)NC3CC3)C2)n1 (centres undefined)	3.6	1.8	-2.8	0.1
CC/C(C)=N\NC(=O)CCC(=O)Nc1ccccc1	-0.6	7.5	6.0	1.1
O=C(Nn1c(-c2cccc([N+](=O)[O-])c2)nc2ccccc2c1=O)c1cc(-c2ccccc2)nc2ccccc12	0.5	0.5	-2.3	-0.1
Clc1ccccc1-c1nc2ccccc2c2nc3ccccc3n12	1.7	-4.8	3.7	-0.1
COc1ccccc1N=c1oc2ccccc2cc1C(=O)NC(C)=O	-0.4	-0.4	-38.1	0.6
O=C(NC(C(=O)c1ccccc1)N1CCCCC1)c1ccccc1 (centres undefined)	0.0	3.9	-15.1	0.1
CCOc1ccc2cc(C3=NN(C(=O)CCC(=O)O)C(c4ccc(Br)cc4)C3)c(Cl)nc2c1 (centres undefined)	0.7	-2.5	-4.1	-0.2
Later entries:
SMILES	GPR151 ag	MITF primary	TEAD-YAP inh	FBW7 activator
Cn1c(-c2ccc3c(c2)OCO3)cnc1NCc1ccccc1	1.0	34.5	-29.8	0.2
CCOC(=O)COc1ccc(C2Oc3c(cccc3OC)C=C2[N+](=O)[O-])cc1 (centres undefined)	-1.0	11.2	-2.7	-0.2
CCCCC/C=C\C=C\[C@H](O)CCCCCCCC(=O)O	-1.2	-8.8	x	x
c1ccc(C2CSc3ccccc3N2)cc1 (centres undefined)	0.1	-1.2	-31.2	-0.2
O=c1cc(-c2ccccc2)[nH]c2nc(Cl)ccc12	4.8	-10.6	50.5*	0.0
CC(=O)Nc1ccc(CN2CCC(CO)(CCc3ccccc3)CC2)cc1	-1.0	-16.7	0.6	0.0
CC(=O)c1ccc(NC(=O)COc2ccccc2C(N)=O)cc1	0.4	2.9	-16.5	0.6
COc1ccc([C@@H]2C[C@H](O)C(=O)N2C)cc1	0.1	-7.5	7.5	0.0
CN1C(=O)C(O)(C2COC(C)(C)CC2=O)c2cc(Br)ccc21 (centres undefined)	0.5	13.0	15.6	0.0
O=[N+]([O-])c1cccc(S(=O)(=O)Nc2ccc(OCc3ccccc3)cc2)c1	0.4	-4.8	7.7	0.0
Cc1ccsc1CNc1cccc(C(=O)O)c1C	-8.5	2.6	-29.1	-0.1
COC(=O)c1sc2nc(C)[nH]c(=O)c2c1C	0.4	-2.0	-4.8	0.1
CCOc1ccc(S(=O)(=O)N/N=C2/CCCc3ccccc32)cc1	1.1	7.1	14.4	0.0
COc1ccc(Nc2nnc(-c3cc4cccc(OC)c4oc3=O)s2)cc1OC	-1.6	4.9	1.6	-0.1
COCCNCC(=O)Nc1nnc(C)s1	-0.7	13.9	1.5	-0.3
Cc1cc(NC(=O)c2cccc(I)c2)no1	-1.9	-1.0	-9.8	0.6
Cc1ccc2c(=O)cc(-c3cc(C(=O)O)cc4c3OCOC4)oc2c1	-0.4	13.7	9.8	0.4
COc1ccc(C2=NN(S(=O)(=O)c3ccccc3)C(c3cccc([N+](=O)[O-])c3)C2)cc1OC (centres undefined)	1.4	3.7	13.2	0.1
O=C1CCN(C(=O)c2ccc(S(=O)(=O)N3CCOCC3)cc2)C2CCCCC12 (centres undefined)	-0.5	3.5	-2.3	0.0
Cn1c(SC/C(O)=C(\C#N)c2nc3ccccc3[nH]2)nnc1-c1ccncc1	-1.2	13.8	2.6	1.1
CCn1c(SCC(=O)Nc2cccc(C(=O)O)c2)nnc1-c1ccccc1Cl	-2.2	4.9	7.6	0.2
CCOC(=O)c1oc2ccccc2c1NC(=O)c1ccc(S(=O)(=O)N(C)C2CCCCC2)cc1	3.8	0.5	-16.7	-0.1
CCOC(=O)CC(=O)Nc1ccc(C(=O)OC)cc1	1.6	7.3	-10.4	0.0
Cc1cccc(NC(=O)c2ccc(N3C(=O)c4ccccc4C3=O)cc2)n1	2.0	-10.3	-30.1	-0.3
CCC(C)NC(=O)CSc1nc2ccccc2c(=O)n1CC1CCC(C(=O)NCc2ccccc2)CC1 (centres undefined)	2.1	-4.8	0.4	-0.1
Next section
SMILES	GPR151 ag	MITF primary	TEAD-YAP inh	FBW7 activator
Cc1ccc(NC(=S)N(CCCN2CCCCC2)Cc2cccs2)cc1	-1.0	-1.0	-4.9	-0.1
COc1ccc(NC(=O)c2ccoc2C)cc1OC	-2.1	-7.0	-22.4	0.1
Cc1cccc(OCC(O)CN2CCN(Cc3ccc4c(c3)OCO4)CC2)c1C (centres undefined)	-0.3	5.6	7.9	0.4
Cc1ccc(N2C(=O)CC(N3CCN(c4ccccn4)CC3)C2=O)cc1 (centres undefined)	0.7	-3.7	3.6	-0.1
OC(CNC1CCCCC1)COc1ccccc1 (centres undefined)	-1.0	-0.6	12.7	1.1
Cn1c(O)c(C=NC2CCCC2)c(=O)[nH]c1=S	0.1	3.6	6.0	0.3
COc1ccc(N2CCN(c3nc(C)nc4sc(C)cc34)CC2)cc1	0.5	11.3	20.8	-0.2
CCOc1ccc(NC(=O)c2c(NC(=O)c3cccs3)sc3c2CCC3)cc1	-0.4	2.9	-4.5	0.9
COC(=O)c1c(C)[nH]c(C(=O)/C(C#N)=C/c2cccnc2)c1C	0.3	6.1	-3.2	-0.1
COc1ccc(Cn2c(C(=O)O)c(CNC3CCCCCCC3)c3ccccc32)cc1	-0.8	0.1	10.6	-0.1
O=C(Nn1cnnc1)c1cc(-c2cccc(Br)c2)nc2ccccc12	1.8	5.7	3.5	0.0
COc1ccccc1C(=O)N/C(=C/c1ccccc1)C(=O)Nc1cccc(C(=O)O)c1	0.3	0.2	0.8	-0.2
COC(=O)c1ccc(NC(=O)CSc2nc(O)c(NC(C)=O)c(=O)[nH]2)cc1	1.2	4.3	5.3	-0.6
COc1ccc(C2C(C#N)=C(N)Oc3cc(C)n(Cc4cccs4)c(=O)c32)cc1 (centres undefined)	-0.4	18.0	14.0	0.1
COc1ccccc1C(c1c(C)[nH][nH]c1=O)c1c(C)[nH][nH]c1=O	0.4	1.0	-6.5	-0.7
CC(NC(=O)c1ncoc1-c1ccccc1F)c1ccccn1 (centres undefined)	0.0	11.2	-16.0	0.0
COc1cccc(OCC(O)CNC(=O)CN2Cc3ccccc3OC(C)C2)c1 (centres undefined)	-0.3	0.1	7.5	0.1

Screens from PubChem BioAssay.
